# MCL1 BIM primary = disrupts human MCL1 binding to BIM-BH3 peptide; Q07820; GST-MCL1 / FITC-Bim-BH3 fluorescence polarization; 0.68% of 320,000 active; inhibition, % at 10.9 µM;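 active means inhibition above the mean inhibition of all tested compounds plus 3 SD, set per campaign, cut at about 40% in these data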;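 further: 0% = DMSO wells and 100% = unlabeled Bim-BH3 peptide control; higher means more loss of mP so more displacement of Bim peptide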
# Target sequence (Q07820 whole entry, looked up): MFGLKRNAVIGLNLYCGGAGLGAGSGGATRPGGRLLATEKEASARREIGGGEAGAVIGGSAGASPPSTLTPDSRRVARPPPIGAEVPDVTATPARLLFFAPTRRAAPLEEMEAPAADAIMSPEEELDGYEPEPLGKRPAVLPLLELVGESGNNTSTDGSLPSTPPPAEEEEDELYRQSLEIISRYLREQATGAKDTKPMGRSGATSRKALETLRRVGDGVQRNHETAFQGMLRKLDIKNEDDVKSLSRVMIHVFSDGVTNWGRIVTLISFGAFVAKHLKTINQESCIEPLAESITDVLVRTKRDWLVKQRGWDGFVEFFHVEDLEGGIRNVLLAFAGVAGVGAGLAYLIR
# PAD4 FP inh = PAD4 (human) enzyme inhibition | recombinant PAD4, RCA probe fluorescence polarization | AID 485272 | 0.41% of 330,000 active | inhibition, % at 6.36 µM | Q9UM07;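 active means percent inhibition above a cutoff equal to the mean of all tested compounds plus 3 SD, cut at about 15% in these data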;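 further: 0% = PAD4 with RCA probe and DMSO and 100% = probe without PAD4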
# Target sequence (Q9UM07 whole entry, looked up): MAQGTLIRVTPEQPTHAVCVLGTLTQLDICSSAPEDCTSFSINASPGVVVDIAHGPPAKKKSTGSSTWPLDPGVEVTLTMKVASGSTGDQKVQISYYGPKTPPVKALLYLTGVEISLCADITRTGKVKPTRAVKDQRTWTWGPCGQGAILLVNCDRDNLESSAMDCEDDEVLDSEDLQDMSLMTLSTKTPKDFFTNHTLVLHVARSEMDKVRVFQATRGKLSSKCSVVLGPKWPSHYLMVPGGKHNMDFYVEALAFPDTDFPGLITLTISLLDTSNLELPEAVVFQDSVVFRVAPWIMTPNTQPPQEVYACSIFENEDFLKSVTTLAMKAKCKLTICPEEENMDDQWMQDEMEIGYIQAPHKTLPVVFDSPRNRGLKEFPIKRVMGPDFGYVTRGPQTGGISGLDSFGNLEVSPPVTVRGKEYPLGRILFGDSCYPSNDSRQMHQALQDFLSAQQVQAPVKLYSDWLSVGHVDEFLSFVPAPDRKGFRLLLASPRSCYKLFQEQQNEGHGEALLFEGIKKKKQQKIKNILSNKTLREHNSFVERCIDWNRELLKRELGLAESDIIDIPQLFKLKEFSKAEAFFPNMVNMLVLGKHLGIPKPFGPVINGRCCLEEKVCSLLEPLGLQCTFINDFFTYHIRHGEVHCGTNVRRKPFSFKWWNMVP
# GLD-1 TGE inh = GLD-1-TGE RNA interaction inhibition (C. elegans); Q17339; purified GLD-1 + fluorescein TGE RNA, fluorescence polarization; inhibition, % at 5.96 µM; 0.44% of 320,000 active; AID 2280;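 active means percent inhibition above a per-plate cutoff, the plate mean of test compounds plus 3 SD, cut at about 30% in these data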;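 further: 0% = DMSO wells with GLD-1 and probe and 100% = wells lacking GLD-1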
# PME-1 inh = blocks human protein phosphatase methylesterase 1 | inhibition, % at 5.9 µM | 0.53% of 320,000 active | AID 2130 | recombinant PME-1, FP-Rh probe fluorescence polarization;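 active means inhibition above the campaign mean of all compounds plus 3 SD, cut at about 26% in these data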;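 further: competitive labeling of PME-1 active site by serine hydrolase directed probe; 0% = PME-1 with DMSO and 100% = wells lacking PME-1 enzyme; inhibitors block probe labeling so polarization falls and inhibition rises; many of its hits are not listed in these tables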
# Bcl-xL primary = Bcl-xL (human) inhibition | Q07817 | GST-Bcl-xL / FITC-Bim BH3 peptide fluorescence polarization | inhibition, % at 10.9 µM | 0.7% of 320,000 active | AID 2129;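 active means inhibition above the mean of all tested compounds plus 3 SD, cutoff set per campaign, cut at about 30% in these data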;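 further: 0% = DMSO wells and 100% = unlabeled Bim-BH3 peptide competitor; inhibitors lower millipolarization by displacing the labeled peptide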
# Fam108B counter = Fam108B inhibition, counter-screen for RBBP9 inhibitors | AID 1947 | recombinant Fam108B, FP-Rh probe fluorescence polarization | 0.33% of 300,000 active | inhibition, % at 9.51 µM;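 active means inhibition above the screen mean inhibition plus 3 SD, computed separately per campaign, cut at about 18% in these data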;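 further: inhibitors lower polarization as less probe binds the enzyme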
# GSTO1 inh = blocks human GSTO1 in RBBP9 counter-screen; P78417; recombinant GSTO1, activity-based probe fluorescence polarization; inhibition, % at 5.96 µM; 1.1% of 300,000 active;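 active means inhibition above the campaign mean inhibition plus 3 SD, cut at about 35% in these data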;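 further: 0% = GSTO1-1 with DMSO and 100% = wells lacking GSTO1-1 enzyme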
# TPT1 inhibitor = blocks Candida albicans tRNA 2'-phosphotransferase; recombinant caTPT1, FP RNA substrate dephosphorylation; inhibition, % at 5 µM; 0.81% of 300,000 active; AID 1962;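 active means inhibition above the mean of all tested compounds plus 3 SD, set per screening campaign, cut at about 24% in these data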;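 further: plate controls were DMSO alone for no effect and ferristatin control at 100 nM for full effect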
# MEX-5 binding = C. elegans MEX-5 TCR-2 RNA binding activity | Q9XUB2 | MEX-5/FITC-TCR2 RNA binding, fluorescence polarization; stronger effect = lower value | activity score (negative = inhibition of binding), % at 10 µM | 0.38% of 300,000 active;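 active means inhibition past about -25% in most replicates, and total fluorescence under double the plate's negative control median, limit read from the data; inconclusive means replicates evenly split on the limit, or fluorescence at least double controls; inactive means too little inhibition in most replicates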;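 further: 0% = DMSO and -100% = 5 µM competing unlabeled TCR2 RNA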
# * hit, by the source's call; ? = inconclusive; . = not tested or not shown. Some of the compounds tested; the hit share may differ from the screen's.
SMILES,MCL1 BIM primary,PAD4 FP inh,GLD-1 TGE inh,PME-1 inh,Bcl-xL primary,Fam108B counter,GSTO1 inh,TPT1 inhibitor,MEX-5 binding
CC(=O)N1c2ccc(S(=O)(=O)N3CCCC(C(=O)N4CCCCC4)C3)cc2CC1C (stereo not drawn),3,-4,-6,2,4,5,2,0,1.2
O=C(NCCCN1CCN(c2ccc(F)cc2)CC1)C1CCCN(c2ncnc3c2nc2n3CCCCC2)C1 (stereo not drawn),-1,1,5,-1,2,2,-5,3,0.3
Cc1ccc(OCC(=O)Nc2ccc(C(=O)O)cc2NC(=O)COc2ccc(C)c(C)c2)cc1C,7,2,8,-2,5,5,2,1,-2.6
CN(C)CCN(C(=O)c1ccc(N2C(=O)CCC2=O)cc1)c1nc2cc3c(cc2s1)OCO3,6,0,-1,4,3,5,-4,-6,-1.6
Cc1ccc(N2CN(Cc3cccnc3)CNC2=S)cc1,7,3,11,-6,9,4,5,3,0.3
O=C(COc1ccc(Br)cc1)Nc1nnc(C2CC2)s1,2,0,0,-4,8,.,.,.,.
Cc1nnc(NC(=O)CSc2nnc(CNC(=O)c3ccc(F)cc3)o2)s1,2,-1,1,5,0,0,9,3,-4.6
Cc1ccc(C(=O)N/C(=C/c2cccs2)C(=O)NCCc2c[nH]c3ccccc23)cc1,-3,2,-3,-3,2,1,8,1,1.6
O=[N+]([O-])c1ccc(-c2nnc(S)n2-c2ccccc2)cc1,0,0,1,4,-5,2,-1,2,-3.8
Cc1cc(C(F)(F)F)nn1CC(=O)NCc1cccs1,4,2,5,6,3,-1,-1,1,0.6
CCc1ccc(NC(=S)NC2CCN(Cc3ccccc3)CC2)cc1,10,3,3,-6,2,5,-3,-2,3.2
Cn1c(CCN2CCN(c3ccccn3)CC2)nc2cc(NC(=O)COc3ccccc3)ccc21,5,0,1,-2,10,-2,-4,-3,1.7
COc1ccccc1-n1c(SCC(N)=O)nc2c(c1=O)SCC2,-3,-3,11,-1,1,-2,5,1,1.7
Nc1nc2c(Cl)ccc(Cl)c2s1,8,-2,-1,1,5,-2,7,-1,1.5
CCCCCCCC1c2c(c(C)c(C)oc2=O)Oc2c(C)c(C)oc(=O)c21,-1,5,1,1,2,.,.,.,.
CC(=O)Nc1ccc(S(=O)(=O)NC2(C(F)(F)F)NC(=O)N(c3ccc(C)cc3)C2=O)cc1 (stereo not drawn),3,6,-4,-3,6,-3,1,0,-0.2
CC(=O)c1ccc(CCCC(=O)O)cc1,1,2,6,3,2,0,7,-2,-0.8
CC1CSc2nc3sc4c(c3c(=O)n21)CCCC4 (stereo not drawn),12,-3,-3,7,8,-4,-1,-2,-1.3
Cc1ccc(C)c(NC(=O)c2ccc(OCc3c(C)noc3C)cc2)c1,2,-3,7,-8,3,.,.,.,.
CCCCN(C)CCNS(=O)(=O)c1ccc2c(c1)n(C)c(=O)c(=O)n2C,8,0,7,2,4,-2,-2,-1,0.8
Cc1ccnn1-c1ccc(C(=O)NCC(c2ccco2)N2CCCC2)cc1 (stereo not drawn),5,-7,0,2,4,.,.,.,.
CC(C)c1ccc(NC(=O)CCc2ccccc2)cc1,4,1,0,1,3,2,14,3,-1.2
Cc1ccc(Oc2ccccc2NC(=O)CN2C(=O)NC3(CCCC3)C2=O)cc1,-6,-1,1,-3,-11,-5,5,3,-2.6
CC(C)C(=O)c1cc2c(cc1NC(=O)c1cccs1)OCCO2,-9,-1,12,-6,2,0,9,3,0.8
O=C(NCC1CCCO1)c1ccc2c(c1)N(Cc1ccccc1)C(=O)CS2=O (stereo not drawn),5,-1,4,1,6,0,2,1,-3.0
Cc1cc(C)n(-c2ccc(C(=O)C(C#N)c3nc4ccccc4n3C)cc2)n1 (stereo not drawn),8,0,3,-4,10,0,-6,-3,4.0
COc1ccc(S(=O)(=O)N2CCCC2)c(C)c1C,-1,-1,3,0,6,-1,13,-2,.
CCOc1ccc(NC(=S)NCCCc2ccccc2)cc1,0,-2,3,0,4,4,3,-1,0.9
COc1ccc(/C=C/C(=O)N2CCCc3ccccc32)c(OC)c1,5,-1,-3,9,3,3,-1,-3,0.2
COc1nc(NCC(C)C)nc(Oc2ccc(OCc3ccccc3)nn2)n1,-1,0,0,5,3,-2,7,-4,-1.1
Cc1ccc(N2C(=O)N(CC(=O)Nc3cccc(Cl)c3)C(=O)C2C)cc1 (stereo not drawn),-8,0,2,-5,0,-2,8,2,0.5
CC1=CC(c2ccc(Cl)cc2)n2nc(N3C(=O)CCC3=O)nc2N1 (stereo not drawn),-1,-4,8,4,2,-2,7,-1,1.6
COc1ccc(/C(O)=C/c2nc3ccccc3n(-c3ccccc3)c2=O)cc1,-29,-2,-33,-11,-18,-2,11,67*,?
CCN(c1cccc(C)c1)S(=O)(=O)c1ccc(-n2cccn2)cc1,-2,-1,10,0,6,-3,2,1,0.4
O=C(O)CCc1ccc(-c2ccc(Cl)cc2)n1CC(=O)O,5,-3,-1,-1,12,2,8,-1,-3.4
COc1ccc(C)cc1NC(=O)n1ncc2cc(Cl)ccc21,-4,0,0,-1,6,4,7,-3,-0.6
CSc1nc2ccsc2c(=O)n1-c1ccccn1,-9,0,1,-3,-2,-1,-6,0,2.0
COc1cc(C(=O)Nc2ccc3c(c2)OCCO3)ccc1OC(F)F,6,4,5,-1,7,6,4,-1,-3.2
CCOc1ccccc1Oc1cn[nH]c1-c1ccc(O)cc1O,0,-6,6,5,2,2,0,-1,-17
CCC(CC)C(=O)Nc1cccc(/C(C)=N\NC(=O)c2ccc(C)s2)c1,3,-1,1,-2,-1,-1,-20,-2,1.3
O=C(NC1CC1)c1ccc(CSCc2cccc(F)c2)o1,6,2,2,-1,3,-2,-1,-3,1.2
COCCN1CCn2c(nc3cc(NC(=O)c4cccs4)ccc32)C1,-3,-4,-1,0,7,-2,-13,14,1.1
Cc1nn(Cc2c(Cl)cccc2Cl)c(C)c1NC(=O)Cn1nc([N+](=O)[O-])c(Cl)c1C,15,-5,0,0,5,-1,5,1,-0.8
Cc1ccc2c(c1)C1(C(=O)N2C)N2CC3(C)CN1CC(C)(C2)C3=O (stereo not drawn),-25,-3,-17,-8,-15,2,7,64*,1.2
CCOC(=O)c1c(NC(=O)c2cc3n(n2)C(C(F)(F)F)CC(c2ccccc2)N3)sc(C)c1C (stereo not drawn),13,-3,-2,-2,5,-2,0,2,-1.2
C=CCn1c(N)c(C(=O)NCc2ccco2)sc1=S,10,3,0,4,2,5,3,-6,-1.2
COc1ccc(CNCC(O)COCc2cccs2)cc1 (stereo not drawn),-1,2,3,-3,2,0,1,1,0.6
Cc1cc(C(=O)COC(=O)Cc2n[nH]c(=O)c3ccccc23)c(C)n1-c1cccc(C(F)(F)F)c1,-12,-2,0,-6,-6,-9,15,1,-0.3
NC[C@@]12CCCC1C1CCC2C1 (stereo partly drawn),-7,-1,1,2,0,-1,6,-2,0.3
O=[N+]([O-])c1cccc(-c2noc(-c3ccco3)n2)c1,-6,-5,-3,4,1,1,4,0,0.0
CCCc1cc(=O)oc2cc(C)cc(OCC(=O)NCc3cccnc3)c12,-2,-4,-3,0,1,1,0,-1,0.1
N#CC1(NC(=O)COC(=O)c2ccc(Cl)nc2)CCCCC1,-10,-4,-5,-1,-5,2,2,0,2.4
Cc1ccc(-n2ccnc2SCC(=O)c2c(N)n(C3CC3)c(=O)[nH]c2=O)cc1C,11,13,3,7,0,.,.,.,.
COC(=O)c1sccc1NC(=O)c1csc2c1CCCC2,-3,3,-1,-1,2,-4,4,-1,1.7
Cc1ccc(C(=O)CN(C(=O)c2ccc(Cl)c(Cl)c2)N2C(=O)C3CCCCC3C2=O)cc1 (stereo not drawn),1,-1,6,2,4,0,-4,0,1.1
Nc1nonc1-n1nnc(C(=O)N/N=C/c2ccc(OCc3ccccc3)cc2)c1COc1ccc(F)cc1,11,-2,2,-2,3,2,0,-2,-1.4
COc1cc(-n2c(-c3ccccc3)n[nH]c2=S)c(OC)cc1Cl,-1,1,2,2,-5,1,8,-1,1.3
O=C(CSCc1ccccc1)Nc1ccc(F)cc1F,4,2,4,-1,5,-1,16,0,-1.5
CCc1nnc(NC(=O)c2ccc(COc3ccccc3)o2)s1,0,2,1,2,7,2,4,-4,1.5
COc1cccc(/C=N/NC(=S)NC2CC3CCC2C3)c1OC (stereo not drawn),4,-7,2,1,2,-2,-1,0,2.4

# Record cards, as listed above. Values in the order: MCL1 BIM primary, PAD4 FP inh, GLD-1 TGE inh, PME-1 inh, Bcl-xL primary, Fam108B counter, GSTO1 inh, TPT1 inhibitor, MEX-5 binding
# CCc1nnc(NC(=O)c2ccc(COc3ccccc3)o2)s1 across the screens: 0, 2, 1, 2, 7, 2, 4, -4, 1.5
# COC(=O)c1sccc1NC(=O)c1csc2c1CCCC2 across the screens: -3, 3, -1, -1, 2, -4, 4, -1, 1.7

# Following part:
SMILES,MCL1 BIM primary,PAD4 FP inh,GLD-1 TGE inh,PME-1 inh,Bcl-xL primary,Fam108B counter,GSTO1 inh,TPT1 inhibitor,MEX-5 binding
COc1ccc(N(CC(=O)NC(C)(C)C)S(=O)(=O)c2ccccc2)cc1OC,8,-1,3,-4,7,-2,3,3,-3.2
CC(=O)c1sc(NC(=O)C2CCN(C(=O)c3ccc(F)cc3)CC2)nc1-c1ccccc1,-4,-5,2,12,-6,0,5,-2,-4.0
Cc1ccccc1CC1(CO)CCCN(C(=O)CCC(F)(F)F)C1 (stereo not drawn),-6,-3,4,1,-6,5,-2,6,-1.0
CC(=O)Nc1ccc2nc3c(=O)n(C)c(=O)n(C)c3nc2c1,190*,4,65*,0,132*,8,22,-52,-13
C=CCn1cccc(C(=O)Nc2cc(OC)cc(OC)c2)c1=O,1,3,4,-1,1,0,-1,-7,1.2
CCOC(=O)C1CCCN(S(=O)(=O)c2c(C(=O)N3CCCCC3)c(C)n(C)c2C)C1 (stereo not drawn),4,3,3,-2,1,3,0,0,-1.1
CC1(C)Cc2c(ccc3ccccc23)C(=O)N1,1,-2,5,6,4,-1,0,2,-1.2
CC1=Nc2ccccc2N=C(NC(=O)c2ccccc2)C1c1ccccc1 (stereo not drawn),7,-4,-4,-3,4,-2,-4,1,0.4
C/C(=N\NC(=O)CN1CCN(S(=O)(=O)c2ccc(C)cc2)CC1)c1ccc(O)cc1,-7,-1,1,7,-2,2,13,-1,-0.3
CC(=O)NC(CC(=O)N(Cc1ccccc1)c1cccc(C)c1)c1ccccc1 (stereo not drawn),8,-4,4,-9,7,0,13,0,-2.5
CC(Sc1nc(-c2ccccc2)cc(C(F)(F)F)n1)C(=O)O (stereo not drawn),-4,-3,-2,-5,0,-1,0,-3,-0.7
COc1cccc(CNC(=O)Cn2cc3c(n2)CCCC3)c1,3,2,3,1,3,6,7,-4,-0.6
CC(=O)c1ccccc1OCCOCCOCCOc1ccccc1C(C)=O,-7,-4,-3,-4,1,-5,10,2,-0.3
CC(C)(C)NC(=S)NNC(=O)c1ccc2ncccc2c1,12,-1,-1,3,8,0,-6,-2,-1.3
CCCn1c(NCc2cccs2)nc2ccccc21,-5,5,2,8,3,2,1,0,0.2
COc1ccc2ccccc2c1CN1CCN(C(=O)c2ccco2)CC1,-1,-2,0,0,1,-1,-3,-4,-1.3
O=C(CCN1CCN(c2ccccc2)CC1)Nc1ccc2c(c1)OCO2,4,2,-3,0,2,-2,5,-2,-1.3
CCOC(=O)N1CCN(C(=O)CNS(=O)(=O)c2cccs2)CC1,-4,-7,4,-2,-4,1,8,3,-4.9
CCOc1ccccc1CN1CCNC(=O)C1CC(=O)NCc1nccn1CC (stereo not drawn),1,-2,-8,3,2,-1,-5,2,0.3
